JMJD2A Tudor inh – qHTS Assay for Inhibitors of JMJD2A-Tudor Domain; AlphaScreen JMJD2A-Tudor / H3K4me3 peptide binding; actives 4.4% (n = 390,000); Potency, µM (highest dose often 114 µM), for inactives: top-dose activity change, negative = inhibition, hits mostly inhibitors; Lysine-specific demethylase 4A (Homo sapiens), O75164; also: % is scaled to controls: 0 for no effect and ±100 for the full control effect; nearly all actives have a fitted effect of over 50% in size
Pol beta inh – qHTS Assay for Inhibitors of DNA Polymerase Beta. P06746. Pol beta primer extension/strand displacement, fluorescence kinetic. Potency, µM (top dose mostly 114 µM), for the others: at the highest dose activity change, negative = inhibition, usual class: inhibitors. actives 1.3% (n = 340,000); also: % is scaled to controls: 0 for no effect and ±100 for the full control effect
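Values derive from four-parameter Hill fits of normalized kinetic data: reads at 0 and 10 min following addition of 50 nM substrate to 10 nM Pol beta preincubated 15 min with compound.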
G9a block – qHTS Assay for Inhibitors of Histone Lysine Methyltransferase G9a | Histone-lysine N-methyltransferase EHMT2 (Homo sapiens), Q96KQ7 | G9a H3K9 monomethylation, AlphaScreen, 2 h | Potency, µM (series often up to 102 µM), inactives show at the top dose activity, negative = inhibition, actives largely listed as inhibitors | actives 8.8% (n = 350,000) | AID 504332, 2011; also: % is scaled to controls: 0 for no effect and ±100 for the full control effect; nearly all actives have a fitted effect of over 75% in size
Target sequence (Q96KQ7 913-1193 limits assumed): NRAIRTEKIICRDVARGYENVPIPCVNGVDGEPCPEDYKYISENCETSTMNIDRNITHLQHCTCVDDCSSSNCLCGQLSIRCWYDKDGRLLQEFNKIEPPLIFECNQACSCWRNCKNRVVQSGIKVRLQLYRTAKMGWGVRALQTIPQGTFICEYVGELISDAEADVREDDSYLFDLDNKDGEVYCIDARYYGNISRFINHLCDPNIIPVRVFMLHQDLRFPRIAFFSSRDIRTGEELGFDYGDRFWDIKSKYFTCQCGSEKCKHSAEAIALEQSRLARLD
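AlphaScreen detection with an anti-monomethyl H3K9 antibody quantified product after a 2 h room-temperature reaction containing 500 nM biotinylated H3K9 peptide, 20 µM SAM and 20 nM enzyme, which had been preincubated 15 min with compound.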
Pol eta inh – qHTS for Inhibitors of Polymerase Eta; actives 1.2% (n = 390,000); Potency, µM (titrated, usually from 114 µM), without a hit: at the highest dose activity change, negative = inhibition, actives largely listed as inhibitors; recombinant Pol eta, fluorescent DNA replication assay; DNA polymerase eta (Homo sapiens), Q9Y253; also: % is scaled to controls: 0 for no effect and ±100 for the full control effect
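Pol eta (10 nM) was preincubated with compounds for 15 min at room temperature, after which fluorescent replication substrate (50 nM final) was added to start the reaction. Fluorescence was read kinetically at 0 and 10 min.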
Pol kappa inh – qHTS for Inhibitors of Polymerase Kappa; DNA polymerase kappa (Homo sapiens), Q9UBT6; actives 0.53% (n = 400,000); purified Pol kappa, fluorescent DNA synthesis assay, 10 min; Potency, µM (series often up to 107 µM), inactives show at the highest dose activity, negative = inhibition, most hits filed as inhibitors; AID 588579, 2011; also: % is scaled to controls: 0 for no effect and ±100 for the full control effect
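Kinetic fluorescence screen: compound preincubated 15 min RT with 10 nM enzyme; 50 nM substrate (final) initiates; reads at 0/10 min.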
APE1 inh – qHTS Assay for Inhibitors of the Human Apurinic/apyrimidinic Endonuclease 1 (APE1); DNA repair nuclease/redox regulator APEX1 (Homo sapiens), P27695; recombinant APE1, TAMRA/BHQ-2 abasic DNA cleavage fluorescence; Potency, µM (series often up to 65.8 µM), for the others: at the top dose activity change, negative = inhibition, usual class: inhibitors; actives 0.35% (n = 350,000);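 also: plate controls were vehicle for no effect and reference inhibitor for full effect; nearly all actives have a fitted effect of over 55% in size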
Target sequence (P27695 whole entry, looked up): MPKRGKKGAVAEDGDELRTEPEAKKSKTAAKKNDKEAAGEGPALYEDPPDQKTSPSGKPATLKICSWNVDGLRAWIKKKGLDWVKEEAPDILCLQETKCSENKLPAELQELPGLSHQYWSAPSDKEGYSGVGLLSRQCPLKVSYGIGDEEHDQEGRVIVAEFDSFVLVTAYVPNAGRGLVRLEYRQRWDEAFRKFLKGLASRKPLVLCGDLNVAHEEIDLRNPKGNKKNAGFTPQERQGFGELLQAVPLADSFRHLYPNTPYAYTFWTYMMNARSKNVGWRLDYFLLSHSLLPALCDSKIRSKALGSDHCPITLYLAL
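Incision of a quenched TAMRA/BHQ-2 THF abasic-site duplex (50 nM) by 0.75 nM APE1, after 15 min compound preincubation, measured as fluorescence increase over three 60 s reads. Values normalized to buffer, DMSO and NSC13755 control wells.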
POLI inh – qHTS for Inhibitors of Polymerase Iota | actives 1% (n = 390,000) | AID 588590, 2011 | DNA polymerase iota (Homo sapiens), Q9UNA4 | Pol iota fluorescent replication assay, 10 min | Potency, µM (top dose mostly 115 µM), without a hit: at the top dose activity, negative = inhibition, actives largely listed as inhibitors
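Pol iota at 10 nM preincubated 15 min with compounds at room temperature; reaction started with fluorescent substrate, 50 nM final. Fluorescence read kinetically at 0 and 10 min; buffer-only wells as negative control.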
BAZ2B inh – qHTS Assay for Inhibitors of BAZ2B. Bromodomain adjacent to zinc finger domain protein 2B (Homo sapiens), Q9UIF8. AlphaScreen BAZ2B-H3K14Ac peptide displacement. Potency, µM (doses to about 114 µM), for the others: at the top dose activity change, negative = inhibition, hits mostly inhibitors. actives 4.4% (n = 360,000). AID 504333, 2011; also: % is scaled to controls: 0 for no effect and ±100 for the full control effect; nearly all actives have a fitted effect of over 60% in size
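Multi-concentration screen (max 110 uM) measuring displacement of acetylated histone H3 peptide from BAZ2B by AlphaScreen, using 50 nM protein, 50 nM peptide and 10 ug/mL streptavidin donor plus Ni-chelate acceptor beads.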
BLM helicase inh – qHTS Assay for Inhibitors of Bloom's syndrome helicase (BLM) | Potency, µM (highest dose often 56.1 µM), without a hit: at the top dose activity change, negative = inhibition, usual class: inhibitors | recombinant BLM DNA unwinding, fluorescence dequenching | actives 0.2% (n = 350,000) | RecQ-like DNA helicase BLM (Homo sapiens), P54132 | AID 2528, 2010;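 also: plate controls were vehicle for no effect and no enzyme for full effect; nearly all actives have a fitted effect of over 35% in size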
An asterisk follows results filed as active; ? = inconclusive; . = no result given; & = joins results of further samples; ! = repeats disagree; [ ] = another dose, or the depositor's remark. Calls follow the shape of the dose curve; as a rule, active = well fitted curve in the direction sought with a large enough effect; inconclusive = small, poorly fitted or top-dose-only effect, or another doubt; inactive = no such curve, though single readings can be large; an effect the other way counts as inactive or inconclusive. Potency is read from the fitted curve at half-maximal effect. Some of the compounds tested; count on the stated rates, not on these rows.

SMILES	JMJD2A Tudor inh	Pol beta inh	G9a block	Pol eta inh	Pol kappa inh	APE1 inh	POLI inh	BAZ2B inh	BLM helicase inh
O=C(O)CNC(=O)C(Cc1ccccc1)NC(=O)OCc1ccccc1 (configuration not stated)	-8%	19%	-30%	0%	-10%	-2%	41%[activator]	-11%	-5%
Cc1cccc(NC(=O)CSc2cccc[n+]2[O-])c1C	-15%	.	.	-8%	-15%	3%	-14%	.	.
COc1ccccc1CNS(=O)(=O)c1ccc2c(c1)CC(C)N2C(C)=O (configuration not stated)	-10%	35%	1%[59 µM]	-9%	-13%	.	-8%	1%	-1%
O=C(NC1CCS(=O)(=O)C1)c1ccc(S(=O)(=O)N2CCCC2)cc1 (configuration not stated)	-5%	27%	.	0%	-8%	9%	29%	3%	-4%
COc1ccc(C)cc1NC(=O)c1cc(-c2ccccc2)nc2c1cnn2C(C)C	5%	.	1%[12.7 µM]	-10%	0%	-18%	-16%	-2%	.
Cc1nc2ccccc2n1CCc1nc2c3ccccc3nc(=S)n2[nH]1	63µM*	2%	14µM*	-11%	-1%	1%	7%	-3%	-1%
O=C(Nc1c2c(nn1-c1ccccc1)CS(=O)C2)c1ccc(S(=O)(=O)N2CCOCC2)cc1 (configuration not stated)	-14%	26%	?	-7%	6%	-1%	1%	-13%	0%
CCNC(=O)n1cc(-n2cncn2)c(-c2ccc(Cl)cc2)n1	-6%	-2%	-2%	-2%	-8%	-1%	-3%	-18%	-5%
COc1ccc(C(=O)Nc2ccc(Cl)cn2)cc1Cl	-4%	31%	-48%[0.0925 µM]	12%	-6%	15%	9%	4%	-9%
CCN(CCCNC(=O)CN1N=C(c2ccccc2)CCC1=O)c1ccccc1	?	2%	11µM*	-5%	-4%[60.1 µM]	.	17%	-39%	-2%
CC(=O)c1ccc(CCCCCCCCCC(=O)O)s1	-9%	10%	16%[59 µM]	?	7%	-3%	-15%	-8%	-2%
CC(C)CNC(=O)COC(=O)c1cc(S(=O)(=O)N2CCCCC2)ccc1N1CCOCC1	-16%	1%	-6%[59 µM]	-11%	-15%	-6%	13%	19%	-11%
Cn1c(CNC(=O)CNS(=O)(=O)c2ccc(F)cc2F)cc(=O)n(C)c1=O	-4%	-15%	-9%	-5%	1%	17%	35%[activator]	0%	-4%
CC(=O)c1cccc(NC(=O)CC2Oc3ccc(C)cc3NC2=O)c1 (configuration not stated)	-22%	25%	9%	-12%	-13%	-1%	7%	7%	-1%
C=CC(=O)Nc1cccc(Oc2cc(Cl)nc3[nH]ccc23)c1	-23%	.	.	-2%	0%	15%	0%	.	.
Cc1cc(C)cc(Oc2coc3cc(O)ccc3c2=O)c1	-11%	1%	0%[0.501 µM]	4%	-4%	45%[activator]	2%	-19%	-3%
CCCOC1CCCN(C(=O)c2cc(COc3ccc(-n4cncn4)cc3)on2)C1 (configuration not stated)	-5%	-1%	.	-6%	-13%	-9%	28%	-4%	3%
COc1cccc(OCc2cc(C(=O)N3CCNC(=O)C3Cc3ccccc3)no2)c1 (configuration not stated)	-10%	16%	?	-3%	-3%	15%	-5%	-16%	-5%
O=C1C=C(/C=C/c2ccccc2)C[C@@H](c2ccc(F)cc2)C1	-22%	.	-6%[2.33 µM]	-11%	-10%	-13%	1%	-9%	.
COC(=O)c1[nH]c2ccc(C)cc2c1NC(=O)CN1CCc2cc(OC)c(OC)cc2C1	-26%	1%	50µM*	-23%	-8%	?	17%	?	0%
Fc1ccc(-c2nnc(CN3CCN(c4ncc(C(F)(F)F)cc4Cl)CC3)o2)cc1	4%	-22%	?	-22%	-4%	2%	15%	2%	-2%
Cc1c(C(=O)N2CCOCC2)[nH]c2c1C(=O)CC(c1ccccc1Cl)C2 (configuration not stated)	-30%	11%	5%[59 µM]	11%	-7%	-3%	-10%	-7%	-2%
O=C(Cn1ncc2c3ccccc3n(Cc3cccc(Cl)c3)c2c1=O)NCCCN1CCCCC1	-27%	?	-14%[59 µM]	-9%	-6%	.	-6%	-19%	-5%
CCCOc1ccc(-c2c(C(=O)N/N=C(\C)c3cccnc3)nnn2-c2nonc2N)cc1	-6%	1%	.	4%	-31%	-17%	45µM*	-16%	-7%
COC(=O)c1ccc(C2C(C(=O)OC(C)C)=C(C)N=C3SCCC(=O)N32)cc1 (configuration not stated)	.	10%	-14%[59 µM]	.	.	-3%	.	.	-5%

The final 6 entries of the part above are carried over, then new ones follow:
SMILES	JMJD2A Tudor inh	Pol beta inh	G9a block	Pol eta inh	Pol kappa inh	APE1 inh	POLI inh	BAZ2B inh	BLM helicase inh
COC(=O)c1[nH]c2ccc(C)cc2c1NC(=O)CN1CCc2cc(OC)c(OC)cc2C1	-26%	1%	50µM*	-23%	-8%	?	17%	?	0%
Fc1ccc(-c2nnc(CN3CCN(c4ncc(C(F)(F)F)cc4Cl)CC3)o2)cc1	4%	-22%	?	-22%	-4%	2%	15%	2%	-2%
Cc1c(C(=O)N2CCOCC2)[nH]c2c1C(=O)CC(c1ccccc1Cl)C2 (configuration not stated)	-30%	11%	5%[59 µM]	11%	-7%	-3%	-10%	-7%	-2%
O=C(Cn1ncc2c3ccccc3n(Cc3cccc(Cl)c3)c2c1=O)NCCCN1CCCCC1	-27%	?	-14%[59 µM]	-9%	-6%	.	-6%	-19%	-5%
CCCOc1ccc(-c2c(C(=O)N/N=C(\C)c3cccnc3)nnn2-c2nonc2N)cc1	-6%	1%	.	4%	-31%	-17%	45µM*	-16%	-7%
COC(=O)c1ccc(C2C(C(=O)OC(C)C)=C(C)N=C3SCCC(=O)N32)cc1 (configuration not stated)	.	10%	-14%[59 µM]	.	.	-3%	.	.	-5%
COc1ccc(C)cc1NC(=S)N1CCN(S(C)(=O)=O)CC1	-4%	-12%	10%[59 µM]	-20%	3%	2%	-7%	3%	3%
O=C(Nc1ccc(F)cc1F)c1ccccc1NC(=O)C1CC=CCC1C(=O)O (configuration not stated)	1%	58%	15%	-9%	9%	43%[activator]	46%[activator]	-15%	0%
O=C(CSc1nncs1)N1CCN(C(=O)c2ccco2)CC1	-11%	.	?	3%	-22%	-17%	-13%	-6%	.
Cc1cc(SCC(=O)NC2CCCCC2)nc2ccccc12	-10%	60%	-8%	-10%	-3%	-7%	-24%	1%	0%
CC(Oc1ccccc1F)C(=O)Nc1ccc(-c2nc3ccccc3s2)cc1 (configuration not stated)	-4%	13%	-23%[59 µM]	-3%	-3%	.	9%	-1%	-4%
O=c1c(N2CCCCC2)coc2ccccc12	-10%	9%	?	-16%	-5%	0%	2%	10%	-1%
Fc1ccc(Cn2nnnc2C(c2cccs2)N2CCN(C3CCCCC3)CC2)cc1 (configuration not stated)	1%	49%	.	-2%	1%	26%	24%	-2%	3%
CCCCCCOc1ccc(/C=c2\s/c(=C(/C#N)C(=O)NCc3ccco3)n(-c3ccccc3)c2=O)cc1	4%	25%	2%[59 µM]	-16%	5%	-1%	49%[activator]	1%	-2%
CCOc1ccccc1C1CC(=O)Nc2cc3c(cc21)OCCO3 (configuration not stated)	?	-9%	?	-9%	-7%	-3%	-12%	-36%	-5%
CCCn1c(=O)c2c(nc3n2CCCN3CCc2ccccc2)n(C)c1=O	-18%	38%	-20%	-5%	-3%	7%	131%[activator]	-23%	0%
O=C(NCC1CCCO1)c1ccc(CS(=O)(=O)c2ccc(Cl)cc2)o1 (configuration not stated)	-7%	1%	-2%[59 µM]	-8%	-7%	2%	18%	0%	0%
CC(C)COc1ccc(C(=O)NC(CC(C)C)C(=O)O)cc1 (configuration not stated)	-5%	0%	-9%	-11%	-16%	0%	7%	7%	-2%
N[C@@H](Cc1cc(I)c(Oc2ccc(O)c(I)c2)c(I)c1)C(=O)O	-24%	20µM*!	4µM*!	32µM*!	?	-4%&-34%&7%	50µM*!	50µM*!	25µM*!
COc1ccc(NC(=O)CSc2nncc3ccccc23)cc1	-14%	2%	7%	-12%	11%	-1%	-24%	3%	-4%
O=C(CCC(=O)N1CCN(c2ccccc2F)CC1)N1CCN(c2ccccc2)CC1	-20%	9%	-7%	-19%	-2%	-13%	60%[activator]	2%	1%
CCC(=O)N1CCc2cc(Br)cc(S(=O)(=O)N3CCC(C(=O)Nc4cccc(C)c4)CC3)c21	-14%	-3%	-49%[59 µM]	-12%	-15%	.	1%	-4%	-11%
NC(=O)c1ccc(N2CCN(c3ccccc3F)CC2)c([N+](=O)[O-])c1	-32%	-1%	?	-20%	6%	?	97%[activator]	-21%	-4%
O=C1CCCc2c1cnc1ncnn21	-5%	-4%	11%[59 µM]	-2%	-5%	4%	70%[activator]	4%	4%
CC(C)(O)C#Cc1ccc(C(=O)N2CCCC(CNS(=O)(=O)c3cccs3)C2)o1 (configuration not stated)	-13%	2%	28µM*	-2%	-13%	61%[activator]	1%	-19%	0%
COC(=O)c1cccc2c1NC(=O)C2=O	-2%	-3%	1%	?	-7%	2%	?	-2%	-1%
O=C(NN=Cc1ccc2c(c1)OCO2)NN=Cc1ccc2c(c1)OCO2	-13%	.	.	-3%	-10%	.	20%	.	.
CC(NC(N)=O)C(=O)OCc1ccc(Cl)cc1Cl (configuration not stated)	-27%	2%	-9%[59 µM]	12%	-13%	2%	5%	-17%	-1%
CC(C)c1ccc(NS(=O)(=O)c2ccc3[nH]cc(C(=O)N4CCCC4)c(=O)c3c2)cc1	?	?	?	?	?	.	79µM*	.	2%
COc1ccc(S(=O)(=O)N2CCC(C(=O)NCc3ccc(C)cc3)CC2)cc1	-1%	26%	-11%	-8%	6%	-6%	17%	-12%	-3%

Bioassay records from PubChem BioAssay.
